Compound activity as filed in PubChem.
INS promoter inh – TRM-6 insulin promoter activity inhibition | TRM-6 cells (human fetal islet line), insulin promoter-eGFP reporter, imaging; reporter expression induced with tamoxifen | inhibition, % at 2 µM | hit rate 0.9% among 130,000 | AID 1273;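 active = inhibition above the mean plus 3 SD, with well images judged a real hit on visual review, cut at about 60% in these data, passing the limit was not always enough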
SDO1 yeast rescue – compounds rescuing growth of sdo1-depleted yeast, bone marrow failure model. hit rate 0.21% among 140,000. S. cerevisiae sdo1-depleted JHY4D growth rescue, OD600 30 h; stronger effect = higher value; pdr5 snq2 efflux-pump mutant strain. z-score at 10 µM. AID 817;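 active = z-score above 3 at both the 24 hr and the 30 hr optical density reads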;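 note: z-score against mean and SD of all compound wells on the same plate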
SDO1 yeast rescue Rescue 24 h – recorded beside SDO1 yeast rescue, whose call it bears; z-score; S. cerevisiae sdo1-depleted JHY4D growth rescue, OD600; measured here: growth rescue at 24 h;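 0 is the plate mean of compound wells and units are plate SD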
* hit, by the source's call; i = inactive; / = no result given; & = joins results of further samples; [ ] = dose if it differs, or a comment. The list is partial; count on the stated rates, not on these rows.

canonical_smiles	SDO1 yeast rescue	INS promoter inh	SDO1 yeast rescue Rescue 24 h
OCCNc1nc(SCc2ccccc2)nc2sc3c(c12)CCC3	-1.25	8.6	0.43
Cc1cc(N2CCOCC2)nc2ccc(NC(=S)N3CCN(Cc4ccccc4)CC3)cc12	/	57.1	/
CCC1=Nc2cc(C(=O)NCc3ccco3)ccc2Sc2ccc(C)cc21	-1.29	-75.9	-1.5
C=CCn1c(SCC(=O)c2ccc(Cl)cc2)nnc1-c1ccc2c(c1)OCO2	-1.78	28.6	-1.14
COc1cc(NC(=O)C2CCN(S(=O)(=O)c3ccc(Cl)cc3)CC2)ccc1-n1cnnn1	0.52	/	0.33
O=C(CSC1=NCCS1)Nc1nc(-c2ccccc2)cs1	-0.43	-72.7	-0.4
CCOc1cc2[nH]c(=S)n(CC3CCCN3CC)c(=O)c2cc1OCC (stereo not drawn)	-0.2	/	-1.1
CC(C#CCN1CCCCC1)OCCOCc1ccccc1 (stereo not drawn)	-0.13	/	-0.44
CC(C)c1ccc(NC(=O)C2CCN(S(C)(=O)=O)CC2)cc1	-0.51	/	-0.83
Cc1cc(C)n(/N=C/c2ccco2)c(=O)c1C#N	0.14	29.4	-1.5
COc1ccc(NC(=O)c2cccs2)c([N+](=O)[O-])c1	0.5	/	0.81
Cn1c(=O)oc2cc(S(=O)(=O)N3CCC4(CC3)OCCO4)ccc21	1.31	/	1.36
COc1ccc(-c2csc(Cc3nnc4n3CCCCC4)n2)cc1	1.5	9.1	2.21
CCN(CC)C(=O)CSc1nc(O)cc(=O)n1C	-0.34	27.5	-1.1
CCOC(=O)C1CCN(C(=O)CCc2c(C)nc3c(-c4ccc(F)cc4)c(C)nn3c2C)CC1	-0.25	/	-0.58
Cc1cccc(CSCCNC(=O)c2ccc(N(C)S(=O)(=O)c3ccccc3)cc2)c1	-0.76	-37.5	-0.81
Cc1cc(C)nc(SCCn2c(N3CCCCC3)nc3c2c(=O)n(C)c(=O)n3C)n1	-0.14	-42.9	-0.38
CCc1ccc2oc(=O)cc(CN(C)Cc3ccccc3)c2c1	-1.56	8.3	-1.2
O=C(Nc1ccc(Cl)cc1)OCc1cc(-c2ccccc2Cl)on1	-0.62	/	0.98
COc1ccc(S(=O)(=O)NCCSCc2cccc(C)c2)cc1Br	-0.4	-33.3	0.21
COc1cc(OC)c(C(=O)COc2ncnc3ccccc23)c(OC)c1	0.75	7.1	1.16
Cn1c(=O)c2c(nc(CN3CCc4ccccc4C3)n2Cc2ccccc2)n(C)c1=O	-0.86	43.8	-0.49
CSc1ncnc2c1cnn2-c1ccc(C)cc1C	/	30.8	/
CC1CC(C)CN(C(=O)C(NS(=O)(=O)c2ccc(Br)s2)c2ccccc2)C1 (stereo not drawn)	-0.84	-14.8	-0.35
Cc1nc(N[C@@H](Cc2c[nH]c3ccccc23)C(=O)O)c2oc3ccccc3c2n1	0.77[11.6 µM]	22.2	0.66
COc1cc(C2C(C#N)=C(N)N(c3sc4c(c3C#N)CCCC4)C3=C2C(=O)CC(C)(C)C3)cc(OC)c1OC (stereo not drawn)	0.18	-12.0	0.23
Oc1ccc(-c2n[nH]c(=S)n2Cc2ccccc2)cc1	0.39	25.9	0.18
Clc1ccc(SCCCCn2ccnc2)cc1	-0.84	50.0	0.06
COC(=O)c1[nH]c2ccc(Br)cc2c1NC(=O)CN1CCN(C2CCCCC2)CC1	-0.66	-28.1	-0.08
O=[N+]([O-])c1cc(CN2CCN(c3cccc(C(F)(F)F)c3)CC2)c2cccnc2c1O	/	i	/
CC(C)C(NS(=O)(=O)c1ccc2c(c1)oc(=O)n2C)C(=O)N1CCN(Cc2ccccc2)CC1 (stereo not drawn)	0.18	/	-0.05
COC(=O)CSc1nc2cc(C)cc(C)c2cc1C#N	-1.25	-128.6	-0.73
CCCC(=O)c1c(C)c2ccccc2n1C	0.13	16.1	0.59
CN1CCN(C(=O)c2cc(-c3ccccc3)on2)CC1	-0.55	68.8	2.3
O=C(c1ccc(S(=O)(=O)c2ccccc2Cl)c([N+](=O)[O-])c1)N1CCN(Cc2ccccc2)CC1	-0.95	34.4	-0.51
COc1n[nH]c2nncnc12	1.67	3.0	2.05
Cc1ccc(-c2ccc(/C=C3/NC(=O)NC3=O)o2)cc1[N+](=O)[O-]	-1.08	-44.8	-0.86
CCN(CC)CCN(CC(=O)N(C1CCCCC1)C1CCCCC1)C(=O)c1cccnc1	/	-7.3	/
COc1ccc(CCNC(=O)c2ccc(CN3CCC(Cc4ccccc4)CC3)cc2)cc1OC	-0.28	33.3	0.75
CC(C)NS(=O)(=O)c1ccc(NC(=O)Cc2cccs2)cc1	0.63	-7.7	0.48
Cc1cccc(C2CC(c3ccc(Br)cc3)Nc3nc(N)nn32)c1 (stereo not drawn)	0.35	/	-0.4
CCCn1nc(C(=O)N2CC(=O)Nc3ccccc32)c2ccccc2c1=O	0.08[12.2 µM]	/	-0.5
CCOC(=O)[C@@H]1CCNC[C@@H]1c1ccccc1	0.88	/	0.47
C#CCOc1ccc(Br)cc1/C=N/O	-0.54	-74.1	-0.44
COc1ccc(-c2nnn(CC(=O)N(CCCO)C(C(=O)NC3CCCC3)c3ccncc3)n2)cc1 (stereo not drawn)	/	3.7	/
O=C(Nc1ccc2cn[nH]c2c1)c1ccc(Cl)c(S(=O)(=O)N2CCOCC2)c1	0.51	/	-0.01
COc1ccc(CCC(=O)N2CCN(S(=O)(=O)c3ccc4ccccc4c3)CC2)cc1	-0.64	-35.9	0.45
O=C1N/C(=C/c2ccc(N3CCOCC3)o2)C(=O)N1c1cccc(Cl)c1	/	-100.0	/
CCOC(=O)C1CCCN(CCC(=O)Nc2ccc(F)c(F)c2)C1 (stereo not drawn)	-0.38	/	-1.48
CCCc1c(O)nc(SC2CC(=O)N(c3cc(OC)ccc3OC)C2=O)[nH]c1=O (stereo not drawn)	-0.45	/	-0.58

(cont.)
canonical_smiles	SDO1 yeast rescue	INS promoter inh	SDO1 yeast rescue Rescue 24 h
CCOC(=O)c1cn(CC(=O)Nc2cccc(Cl)c2)nn1	/	36.4	/
Cc1ccc(CN(Cc2cccnc2)C(=O)CN2C(=O)COc3ccccc32)o1	1.28	/	0.28
Cc1nn(-c2ccccc2)c(C)c1CN	/	45.5	/
O=C(CCc1ccc(S(=O)(=O)N2CCOCC2)cc1)OCc1nc2ccccc2s1	0.79	21.4	1.4
CCCn1nnc(NC(=O)c2ccc(Cl)cc2Cl)n1	1.77	35.7	0.93
Cc1cc(=O)[nH]c2cc(Cl)ccc12	0.38	5.3	0.49
COC(=O)C1C(=O)C=C(Nc2ccc(F)cc2)CC1c1ccc(OC)cc1 (stereo not drawn)	0.67	-28.1	0.32
Cc1occc1C(=O)NCCCCc1ccccc1	0.38	7.1	0.12
O=C1CSC(c2ccc(F)cc2)N1c1nc2ccccc2s1 (stereo not drawn)	-0.79	-10.3	-0.58
CCc1ccc(NC(=S)NCC2CCCN2CC)cc1 (stereo not drawn)	/	-5.9	/
CCCCNc1nc(=S)[nH]c2cc(OC)c(OC)cc12	-0.21	60.0	-0.15
CC(C)(C)N1CC(c2nc3ccccc3n2CCOc2ccccc2)CC1=O (stereo not drawn)	-0.46	13.3	-1.08
CCOc1ccc(-c2cc(C(=O)NN)[nH]n2)cc1	-1.13	/	-1.6
Oc1ccc(/C=N/Nc2nccnc2Cl)c(O)c1	0.22	/	1.15
CCOC(=O)C1(CC)NC(c2cccc(F)c2)C2C(=O)N(CC)C(=O)C21 (stereo not drawn)	0.09	5.3	-0.16
COc1ccccc1OCCSc1ncnc2nc[nH]c12	0.51	26.9	1.16
O=C(Nc1ccccc1-c1ccccc1)c1cccc([N+](=O)[O-])c1	-1.91	-29.4	-2.18
Cc1ccc(Nc2nc3nonc3nc2N(C)C)cc1	0.39	/	0.45
Cc1c(C(=O)NCc2cccnc2)oc2ccc(S(=O)(=O)N3CC(C)CC(C)C3)cc12 (stereo not drawn)	-1.75	40.0	-1.12
O=C(COC(=O)/C=C/c1cccc([N+](=O)[O-])c1)NCC1CCCO1 (stereo not drawn)	/	46.7	/
COC(=O)c1sc2cc(C(F)(F)F)cnc2c1-c1cccnc1	0.15	56.7	-0.18
CCCC(=O)Nc1ccc(NC(=O)C23CC4CC(CC(C4)C2)C3)cn1	-1.77	-21.4	-1.37
CCOc1ccc2nc(SCC(=O)NC(=O)NCc3ccco3)sc2c1	-0.74	2.3	0.78
Cc1cccc(N2CCN(C(c3ccc(N(C)C)cc3)c3nnnn3C(C)(C)C)CC2)c1C (stereo not drawn)	-0.37	-6.7	-0.35
Cc1ccc(NC(=O)CN2C(=O)CN(C)C2=O)cc1S(=O)(=O)N1CCCCC1	/	-20.0	/
CC1CCCCC1NC(=O)CO/N=C/c1ccccc1OC(F)F (stereo not drawn)	-0.32	-16.7	-0.73
COC(=O)C1=C(C)NC(C)=C(C(=O)OC)C1C1CC=CCC1 (stereo not drawn)	-1.04	/	-0.6
O=C1CC(C(=O)Nc2ccc(Br)cc2)C2(CCCC2)O1 (stereo not drawn)	-0.27	25.0	-0.41
NC(=O)SC/C(=N\S(=O)(=O)c1ccccc1)Nc1ccccc1	0.35	-36.4	-0.55
Cc1ccc(NC(=O)/C(=C/c2cccc([N+](=O)[O-])c2)NC(=O)C2CCCCC2)c(C)c1	-0.27	-62.9	0.33
O=C(CN1C(=O)C2C3C=CC(C3)C2C1=O)Nc1cccc2c1CCCC2 (stereo not drawn)	1.04	12.5	0.71
CCOC(=O)C1C(c2cccs2)NC(=O)NC1(O)C(F)(F)F (stereo not drawn)	0.17	-25.0	0.05
CC(C)C(=O)Nc1nnc(Sc2ccc(N(C)C)cc2)s1	-0.59	-8.3	-0.23
Nc1ncc(-n2cncn2)c(-c2ccccc2)n1	/	11.1	/
CCOc1ccc(NC(=O)CSc2nnc(Cn3cnc([N+](=O)[O-])n3)n2CC)cc1	/	-17.6	/
O=C(O)/C=C\c1ccccc1Oc1cccc(Cl)c1	/	18.2	/
COc1ccccc1N1CCN(C(CNC(=O)c2ccc3c(c2)OCO3)c2cccnc2)CC1 (stereo not drawn)	0.28	0.0	-0.3
CC1Cc2ccccc2N1C(=O)CSc1nnc(-c2ccc(S(=O)(=O)N3CCCC3)cc2)n1C (stereo not drawn)	1.94	-61.5	0.51
CCCOC(=O)C1C2C=C[C@]3(CN(CCc4ccccc4)C(=O)[C@H]13)O2 (stereo partly drawn)	1.04	-7.1	0.82
O=C1c2ccncc2C(=O)N1Cc1cccc(Cl)c1	1.66&0.31	2.4	1.48&0.33

Fetched by structure from the entries so far:
canonical_smiles	SDO1 yeast rescue	INS promoter inh	SDO1 yeast rescue Rescue 24 h
CCOc1ccc(NC(=O)CSc2nnc(Cn3cnc([N+](=O)[O-])n3)n2CC)cc1	/	-17.6	/
COc1ccccc1N1CCN(C(CNC(=O)c2ccc3c(c2)OCO3)c2cccnc2)CC1 (stereo not drawn)	0.28	0.0	-0.3

Other entries follow:
canonical_smiles	SDO1 yeast rescue	INS promoter inh	SDO1 yeast rescue Rescue 24 h
O=C(c1ccccc1)c1nc[nH]c1C(=O)Nc1ccccc1	-2.38	-3.3	-1.7
CCOC(=O)c1c(C)[nH]c(C(=O)COC(=O)c2ccccn2)c1C	-0.05	-39.5	-0.92
CCN(CC)S(=O)(=O)c1cccc(-c2n[nH]c(=S)n2/N=C/c2ccc(OC(F)F)cc2)c1	0.56	/	0.39
COc1cccc(CNc2cnc3ccccc3c2)c1O	-0.94	-4.8	-1.32
COc1cccc(NC(=O)CC2C(=O)NC3CCCCC3N2C(=O)c2ccc(F)cc2)c1 (stereo not drawn)	0.04	-53.9	0.01
CCOC(=O)N/N=C/c1ccc(F)cc1F	1.23	-6.2	1.01
Cc1[nH]nc2c1C(c1cc(Br)cs1)C(C#N)=C(N)O2 (stereo not drawn)	-1.16	0.0	-0.42
COc1ccc(S(=O)(=O)N2CCCCC2)cc1NC(=O)Cc1c[nH]c2ccccc12	0.12	15.4	0.88
O=C(COc1ccc(Cl)cc1Cl)NCCCn1ccnc1	-0.63	/	-1.23
Cc1nn(-c2ccccc2)c(C)c1/C=C/C(=O)OCC(=O)Nc1ncc(Cl)cc1Cl	-1.11	34.5	-0.96
Cc1ccc(CCNC(=O)C2CCCN(S(=O)(=O)c3c(C)noc3/C=C/N(C)C)C2)cc1 (stereo not drawn)	1.63	/	2.12
O=C1CCC(=O)N1CC(=O)N1c2ccccc2Sc2ccccc21	0.42	21.2	-0.44
O=C(CN(Cc1ccco1)C(=O)c1ccccc1)Nc1ccc(Cl)c(Cl)c1	-1.55	-33.3	-0.72
COc1cccc(/C=N/n2c(SC)nnc2-c2ccccc2)c1O	-0.65	28.6	-0.34
COC(=O)c1ccc(N2C(=O)CC(N(C)CCc3ccc(OC)c(OC)c3)C2=O)cc1 (stereo not drawn)	-0.05	-9.7	-0.41

Only SDO1 yeast rescue (5 entries from above):
compound,SDO1 yeast rescue
Cc1ccc(CCNC(=O)C2CCCN(S(=O)(=O)c3c(C)noc3/C=C/N(C)C)C2)cc1 (stereo not drawn),1.63
O=C1CCC(=O)N1CC(=O)N1c2ccccc2Sc2ccccc21,0.42
O=C(CN(Cc1ccco1)C(=O)c1ccccc1)Nc1ccc(Cl)c(Cl)c1,-1.55
COc1cccc(/C=N/n2c(SC)nnc2-c2ccccc2)c1O,-0.65
COC(=O)c1ccc(N2C(=O)CC(N(C)CCc3ccc(OC)c(OC)c3)C2=O)cc1 (stereo not drawn),-0.05
